Rpn11 block – Rpn11 (PSMD14) deubiquitinase inhibitors, primary screen, biochemical, fluorescence polarization, uHTS; 26S proteasome non-ATPase regulatory subunit 14 (Homo sapiens), O00487; human 26S proteasome, Ub4-pepOG fluorescence polarization; 20S core pre-blocked with epoxomicin; calls only at 20 µM; hit rate 0.59% among 360,000;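 active means inhibition at 20 µM, scaled to each plate's controls, above about 33%, limit read from the data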
LMPTP inh – LMPTP phosphatase inhibitors, primary screen, biochemical, fluorescence intensity, uHTS; recombinant LMPTP-A, OMFP fluorogenic substrate; Low molecular weight phosphotyrosine protein phosphatase (Homo sapiens), P24666; inhibition, % at 20 µM; hit rate 0.22% among 360,000;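 active means compounds that cut the enzyme signal by at least half of the control window in the single-dose screen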;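 further: plate controls were DMSO wells with enzyme plus substrate for no effect and substrate without enzyme for full effect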
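Test system – LMPTP-A enzyme · Amount – LMPTP-A at 0.625 nM final in the reaction · Buffer or medium – Bis-Tris pH 6.0, DTT, detergent · Reagent – OMFP 400 µM · Doses – single 20 µM dose · Schedule – reaction 50 min, room temperature, dark · Detection – fluorescence intensity of OMFP turnover product · Evaluation – percent inhibition versus substrate-only and uninhibited controls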
Neddyl block – inhibitors of cullin neddylation, primary screen, biochemical, TR-FRET, uHTS, NAE and Ubc12 | calls only at 25 µM | AID 651699, 2012 | hit rate 0.58% among 360,000 | NEDD8-conjugating enzyme Ubc12 (Homo sapiens) + NEDD8-activating enzyme E1 regulatory …; in the data active means inhibition above about 36%
Scp1 inh – Scp-1 phosphatase inhibitors, primary screen, biochemical, colorimetric, uHTS; Carboxy-terminal domain RNA polymerase II polypeptide A small phosphatase 1 (Homo …; Recombinant Scp1, phosphopeptide, malachite green phosphate absorbance; inhibition, % at 20 µM; hit rate 0.88% among 340,000; AID 493091, 2011;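 active means inhibition above about 50% at 20 µM, limit read from the data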;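 further: plate controls were DMSO wells with enzyme for no effect and wells lacking enzyme for full effect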
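Test system: SCP-1 phosphatase catalytic domain, residues 76-261 | Compound dosing: One concentration, 20 µM, with 1.0% DMSO | Schedule: 45 min room-temperature reaction, 5 min colour, 30 min stabiliser | Detection: Absorbance at 630 nm | Read-out basis: % inhibition of SCP-1 phosphate liberation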
Rin1 Abl inh – inhibitors of Rin1-Abl protein binding, primary screen, biochemical, TR-FRET | Tyrosine-protein kinase ABL1 (Homo sapiens) + Ras and Rab interactor 1 (Homo sapiens), … | inhibition, % at 7.35 µM | hit rate 0.4% among 360,000 | AID 588664, 2011; in the data active means inhibition above about 5%, passing the limit was not always enough
DNMT1 inh – human DNMT1 methyltransferase inhibitors, primary screen, biochemical, molecular beacon, fluorescence, HinP1I cleavage, uHTS | DNA (cytosine-5)-methyltransferase 1 (Homo sapiens), P26358 | inhibition (reported as % activation of signal), % at 10 µM | hit rate 0.83% among 360,000 | AID 588458, 2011; in the data active means inhibition above about 50%
Target sequence (P26358 504-1616 limits assumed): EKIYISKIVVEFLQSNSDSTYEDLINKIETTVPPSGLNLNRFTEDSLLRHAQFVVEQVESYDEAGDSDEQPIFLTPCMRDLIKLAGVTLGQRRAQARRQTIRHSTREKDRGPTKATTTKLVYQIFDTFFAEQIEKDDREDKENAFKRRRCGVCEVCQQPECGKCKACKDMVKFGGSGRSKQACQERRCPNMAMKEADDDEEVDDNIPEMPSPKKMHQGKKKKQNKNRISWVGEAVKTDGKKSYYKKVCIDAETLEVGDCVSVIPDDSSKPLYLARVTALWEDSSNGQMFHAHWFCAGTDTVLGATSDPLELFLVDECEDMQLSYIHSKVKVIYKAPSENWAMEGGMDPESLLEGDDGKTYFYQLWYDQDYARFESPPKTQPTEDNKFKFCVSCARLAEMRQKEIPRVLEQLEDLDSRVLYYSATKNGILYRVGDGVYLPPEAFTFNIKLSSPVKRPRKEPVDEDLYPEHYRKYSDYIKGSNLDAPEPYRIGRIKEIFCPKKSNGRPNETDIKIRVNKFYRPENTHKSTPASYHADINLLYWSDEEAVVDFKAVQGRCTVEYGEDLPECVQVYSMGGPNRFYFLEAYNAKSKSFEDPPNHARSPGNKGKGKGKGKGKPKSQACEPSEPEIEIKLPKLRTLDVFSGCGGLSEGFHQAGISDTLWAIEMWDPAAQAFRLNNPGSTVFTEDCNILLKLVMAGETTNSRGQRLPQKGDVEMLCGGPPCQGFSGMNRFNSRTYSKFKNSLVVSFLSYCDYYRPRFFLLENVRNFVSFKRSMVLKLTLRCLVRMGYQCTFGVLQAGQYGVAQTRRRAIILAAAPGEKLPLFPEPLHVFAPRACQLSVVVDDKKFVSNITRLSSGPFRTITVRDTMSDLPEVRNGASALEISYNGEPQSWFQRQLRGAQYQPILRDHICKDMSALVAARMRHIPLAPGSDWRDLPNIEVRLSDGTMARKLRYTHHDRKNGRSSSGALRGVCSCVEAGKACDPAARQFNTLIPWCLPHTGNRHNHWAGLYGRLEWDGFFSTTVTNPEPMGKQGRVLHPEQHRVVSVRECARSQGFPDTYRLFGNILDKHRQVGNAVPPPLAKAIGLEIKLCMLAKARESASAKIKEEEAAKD
CSN deneddyl inh – inhibitors of CSN-mediated cullin deneddylation, primary screen, biochemical, fluorescence polarization, uHTS; COP9 signalosome complex subunit 5 (Homo sapiens), Q92905; Purified CSN, SCF-Nedd8-OG deneddylation; inhibition, % at 12.5 µM; hit rate 0.38% among 360,000;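 active means pattern-corrected inhibition above about 35%, with an unprinted fluorescence ratio check between 0.5 and 1.5, limit read from the data, passing the limit was not always enough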;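 further: 0% = enzyme with substrate and 100% = substrate without enzyme; some results filed as inactive read as strong as hits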
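Assay system: purified human Csn5 enzyme expressed in HEK293T cells; measure: % inhibition; also added: SCFSkp2-Nedd8OG substrate at 10 nM final; technique: fluorescence polarization; times: reaction 90 min, room temperature; medium: Tris buffer pH 7.5, NaCl, DTT, Tween-20, trehalose, ovalbumin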
SUMO1 PPI mod – modulators of SUMO1 protein-protein interactions, primary screen, biochemical, uHTS | Small ubiquitin-related modifier 1 (Homo sapiens), P63165 | SUMO1 binding to a labelled peptide, TR-FRET, 1 h | inhibition, % at 20 µM | hit rate 0.33% among 360,000; in the data active means inhibition above about 37%
NadD block – inhibitors of S. aureus NadD, primary screen, biochemical, colorimetric, uHTS | Nicotinate-nucleotide adenylyltransferase NadD (Staphylococcus aureus N315) | purified NadD enzyme, colorimetric absorbance read-out | inhibition, % at 20 µM | hit rate 0.78% among 360,000; in the data active means inhibition above about 26%; further: some compounds past the cut are filed as inactive
STEP inh – STEP phosphatase inhibitors, primary screen, biochemical, fluorescence intensity, uHTS; Tyrosine-protein phosphatase non-receptor type 5 (Homo sapiens), P54829; recombinant STEP, OMFP fluorogenic substrate; inhibition, % at 20 µM; hit rate 0.25% among 360,000; AID 588621, 2011;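 active means inhibition at 20 µM, scaled per plate between control wells, above about 37%, limit read from the data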;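 further: 0% = DMSO with enzyme and substrate and 100% = substrate only without enzyme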
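System: STEP (striatal-enriched tyrosine phosphatase) enzyme, cell-free; medium: Bis-Tris pH 6.0 buffer with DTT, detergent; dosing: 20 µM, 1% DMSO; times: reaction 20 min, ambient temperature; detection: fluorescence, 480/540 nm; read-out basis: normalized % inhibition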
* = called active by the depositor; i = inactive; . = no result given; + = active, no number.

SMILES	Rpn11 block	LMPTP inh	Neddyl block	Scp1 inh	Rin1 Abl inh	DNMT1 inh	CSN deneddyl inh	SUMO1 PPI mod	NadD block	STEP inh
O=C(O)Cn1cnc2ccccc2c1=O	i	-1.5	i	-7	-1	1	-3	3	-4	3
Cc1ccc(NC(=O)CSCC(=O)NC2CCCCC2)cc1	i	0.5	i	-3	1	-2	-1	1	-2	3
O=S1(=O)C[C@@H]2N=C(N/N=C/c3ccccc3)S[C@@H]2C1	i	-1.6	i	-4	1	0	4	-9	-2	1
CCCCNC(=S)NNC(=O)c1nn(C)c(C)c1Cl	i	-0.8	i	-5	-2	-1	11	1	-2	2
COc1cccc(/C=C2\SC(=S)N(CCCC(=O)N3CCOCC3)C2=O)c1	i	-0.4	i	.	-5	-2	4	-35	-3	2
Cc1ccc(N2C(=O)CN(Cc3cccs3)C2=S)cc1C	i	0.9	i	-14	1	-4	-1	0	-5	8
CC1CCCCN1C(=O)Nc1cccc(C(F)(F)F)c1 (configuration not stated)	i	-0.8	i	-3	-2	-2	2	1	8	1
O=C(COC(=O)c1ccccc1O)Nc1cc(S(=O)(=O)N2CCCCCC2)ccc1Cl	i	-0.6	+	0	1	15	-3	7	-4	-1
C=CCNC(=O)c1onc(CSc2ccccc2C)c1C(=O)O	i	0.7	i	-3	2	4	-1	3	3	-3
Cc1ccc(C(=O)Nc2nc(C)c(C(=O)N(C)C)s2)o1	i	-1.6	i	4	-2	4	3	2	-2	-2
O=C(Cn1nnc(-c2ccncc2)n1)NCCc1ccccc1	i	-1.0	i	-9	-1	-11	3	-1	8	-3
S=c1[nH]nc(C2CCCCC2)n1/N=C/c1cccs1	i	0.6	i	-7	-3	5	0	-8	10	6
O=C(O)c1ccc(N2C(=O)C3ON(c4ccccc4)C(c4ccccc4F)C3C2=O)cc1 (configuration not stated)	i	-1.9	i	-4	3	-1	-2	3	-1	-3
CCCCC(CCC(=O)Nc1ccc(C(=O)OC)cc1)C(=O)O (configuration not stated)	i	-0.3	i	-4	0	2	-5	3	2	-1
Cc1cccc(N2C(N)=NC(N)=NC23CCCCC3)c1	i	-1.6	i	3	-1	5	-4	0	-1	-3
CN1CCN(C2CCCCC2NS(=O)(=O)c2ccc(Cl)cc2)CC1 (configuration not stated)	i	-0.8	i	-5	0	0	-3	-1	6	-1
O=C(NCCN1CCN(c2ccccc2)CC1)c1ccccc1F	i	-2.1	i	-12	-4	1	2	3	3	-5
CC(C)CC(=O)NC1(C(F)(F)F)C(=O)N(CC(C)C)C2=C1C(=O)CC(C)(C)C2 (configuration not stated)	i	-2.9	i	-10	-2	2	-3	-1	-5	-1
Cc1ccc2c(c1)nnn2C1CCN(CC(=O)c2ccc(Cl)cc2)CC1	i	0.7	i	2	0	-6	2	0	18	0
CC(=O)Nc1ccc(NC(=O)C2C3C=CC(C3)C2C(=O)O)cc1 (configuration not stated)	i	-1.5	i	26	-2	25	2	25	-5	19
COc1ccccc1NC(=O)Cn1cnc2c(oc3ccccc32)c1=O	i	0.1	i	-16	-11	0	0	6	0	4
COc1ccc(OCc2cc(C(=O)N3CCN(CC(=O)N(C)C)CC3)no2)c(Cl)c1	i	0.4	i	3	4	-2	-4	-1	-1	0
Cc1ccc(-c2n[nH]c3c2C(c2cccc(O)c2)N(c2ccc(C(=O)O)cc2)C3=O)cc1 (configuration not stated)	i	0.5	i	1	0	-1	6	3	1	-1
COc1ccc(Cc2nc3ccc(C(=O)N(C)CCCN4CCOCC4)cc3o2)cc1	i	-0.5	i	-7	-1	0	0	-4	-3	6
O=C(Nc1nccs1)C1CCCN1S(=O)(=O)c1cccc2cccnc12 (configuration not stated)	i	-1.6	i	-3	0	1	-7	4	0	3
COc1ccc2[nH]c(C)c(CCN(Cc3cccs3)C(=S)Nc3ccc(F)cc3)c2c1	i	2.0	i	-3	-2	-20	-12	-14	16	0
c1ccc(Oc2nc(Oc3ccccc3)nc(N3CCOCC3)n2)cc1	i	-1.3	i	-7	0	0	-2	-4	2	0
Cc1c(OC(C)C(=O)NCC2CCC(C(=O)O)CC2)ccc2c(-c3ccccc3)cc(=O)oc12 (configuration not stated)	i	-1.9	i	12	-1	-3	-1	-20	7	-4
Cc1ccc(C2(c3ccc(C)cc3)NC(=O)N(Cc3c(C)noc3C)C2=O)cc1	i	0.7	i	-10	-1	-10	1	-2	-8	-5
Cc1cc(N2C(=O)C3CC=CCC3C2=O)cc(C)c1Br (configuration not stated)	i	0.1	i	-6	0	3	-2	0	-4	0
COC(=O)c1sccc1NC(=O)CCC1CCCC1	i	1.8	i	-3	-4	2	12	-4	-1	2
CS(=O)(=O)N(CC(=O)NCc1ccco1)c1cc(C(F)(F)F)ccc1Cl	i	-0.5	i	4	-2	4	0	1	4	2
O=C(CN(Cc1ccccc1)S(=O)(=O)c1ccccc1)N1CCOCC1	i	-0.6	i	16	-3	-1	1	-3	-1	2
Cc1cccn2c(=O)c(/C=N/O)c(NCc3ccccc3)nc12	i	-0.8	+	-5	-2	2	-5	-6	-3	2
COC(=O)CC1COc2ccccc2N1S(=O)(=O)c1ccc(OC)cc1 (configuration not stated)	i	-0.2	i	-15	3	-5	1	-2	-11	0
COc1ccc(S(=O)(=O)N(C(=O)c2ccncc2)c2ccc(OC(=O)c3ccncc3)cc2)cc1	i	-0.5	i	-3	4	-1	-1	-1	3	0
O=C(C=Cc1ccccc1)N1CCCCC1	i	-0.6	i	-1	2	2	-2	5	0	0
COc1cc(/C=C2\N=C(c3ccccc3)NNC2=O)cc(OC)c1OC	i	-0.1	i	-1	6	-16	1	-5	3	3
CCn1cc(C(=O)NCc2cccnc2)c(=O)c2cc(F)c(N3CCN(C(=O)c4ccco4)CC3)cc21	i	4.9	.	-9	-2	-3	0	14	8	4
NC(=O)Cn1cc(C(=O)c2cccs2)c2ccccc21	i	1.1	i	-12	-1	3	4	-4	5	-1
NC(=O)Cn1c(=O)n(CCC(=O)NCCSCc2ccccc2)c(=O)c2ccccc21	i	-1.7	i	-3	-1	3	3	-2	-6	-2
Cc1cc(C)cc(C(=O)NC2CC(C)(C)NC(C)(C)C2)c1	i	-1.9	i	-2	-2	1	0	7	5	4
COc1cc(/C(C)=N\NC(=O)CSc2nc3ccccc3n2C)ccc1O	i	-1.6	i	-7	1	-1	0	-4	-4	0
O=C(O)C1CCCCN1C(=O)c1ccc(S(=O)(=O)N2CCCCCC2)cc1 (configuration not stated)	i	-1.0	i	-2	3	6	-1	3	1	2
CCCC(=O)N1CCC1(C)C(=O)NS(=O)(=O)c1ccc(C(C)(C)C)cc1 (configuration not stated)	i	-0.5	i	.	1	-4	3	-2	4	0
Cc1csc(NC(=O)NCC2CCCC(CNC(=O)Nc3nc(C)cs3)C2)n1 (configuration not stated)	i	-0.1	i	7	4	-4	-4	4	11	4
Cc1ccc(CNC(=O)Cn2cnc3c(NCc4ccccc4)ncnc32)o1	i	-0.1	i	1	-3	2	4	2	-1	1
Cc1ccsc1C(=O)NNC(=O)c1cccc(S(=O)(=O)N2CCCC2)c1	i	-0.7	i	-5	-1	-2	-5	2	-5	0
O=C(CCN1C(=O)c2ccccc2C1=O)C1=NN[C@@H]2C(=O)N(c3ccc(F)cc3)C(=O)[C@H]12	i	-0.4	i	-1	-4	0	-3	-14	-1	-6
Cc1c(NC(=O)COC(=O)c2ccc(O)cc2)c(=O)n(-c2ccccc2)n1C	i	-0.6	i	-3	1	7	-1	2	3	0
N=C(N)c1ccc(N)cc1	i	-2.1	i	-6	-3	3	5	-9	-5	0
CC(=O)N/N=C/c1ccccc1OCCOc1cccc(C)c1	i	1.0	i	-13	-2	0	2	-1	-4	-4
O=[N+]([O-])c1ccc(N=Nc2ccc(O)cc2O)cc1	i	-0.9	i	-4	-1	3	-2	-17	-4	-2
CCC(=O)NNc1ncnc2c1cnn2C	i	-0.8	i	-7	1	1	3	0	-8	-4
O=S(=O)(c1ccc(NC(=S)NN=C(Cc2ccccc2)Cc2ccccc2)cc1)N1CCOCC1	i	1.4	i	-9	-2	-19	-7	0	14	-2
CCC(C)[C@H](NC(=O)NCc1cccs1)C(=O)OC (some centres not stated)	i	-0.7	i	3	4	2	5	-1	-2	0
Cc1ccc(N2CC(C(=O)NC(C)CCc3ccccc3)CC2=O)cc1 (configuration not stated)	i	1.3	i	2	-1	1	-2	0	-3	-1
CCOC(=O)C1CCN(C(=O)COc2ccc(Br)cc2C)CC1	i	-0.6	i	-10	0	4	2	1	-1	-3
COc1ccc(CNC(=O)Cn2cnc3c(NCc4ccccc4)ncnc32)cc1	i	-1.8	i	1	1	3	-4	0	-1	4
O=C(O)COc1ccc(F)cc1Br	i	-1.2	i	-8	-3	0	-8	-6	-2	1
O=C(NCC(c1ccco1)N1CCCC1)c1ccc(S(=O)(=O)Nc2ccccc2Cl)cc1 (configuration not stated)	i	3.3	i	3	3	0	-3	6	0	0

4 compounds out of the list, ordered by count of non-hydrogen atoms, high to low.
SMILES	Rpn11 block	LMPTP inh	Neddyl block	Scp1 inh	Rin1 Abl inh	DNMT1 inh	CSN deneddyl inh	SUMO1 PPI mod	NadD block	STEP inh
CCn1cc(C(=O)NCc2cccnc2)c(=O)c2cc(F)c(N3CCN(C(=O)c4ccco4)CC3)cc21	i	4.9	.	-9	-2	-3	0	14	8	4
COC(=O)CC1COc2ccccc2N1S(=O)(=O)c1ccc(OC)cc1 (configuration not stated)	i	-0.2	i	-15	3	-5	1	-2	-11	0
Cc1cccn2c(=O)c(/C=N/O)c(NCc3ccccc3)nc12	i	-0.8	+	-5	-2	2	-5	-6	-3	2
O=C(C=Cc1ccccc1)N1CCCCC1	i	-0.6	i	-1	2	2	-2	5	0	0

High-throughput results (PubChem BioAssay)

This is a random part of the collection, and some 3.8% of all compounds hit somewhere here.
